# Screens (PubChem BioAssay)
# Pol eta inh – DNA polymerase eta (human) inhibition. Q9Y253. recombinant Pol eta, fluorescent DNA replication assay. Potency, µM (doses to about 114 µM), without a hit: at the highest dose activity change, negative = inhibition, usual class: inhibitors. 1.2% of 390,000 active; note: potency is the fitted concentration of half-maximal effect; % is set by controls: 0 for no effect and ±100 for the full control effect
#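 Pol eta at 10 nM preincubated with compounds 15 min at room temperature; reaction started with fluorescent substrate (50 nM final) and read kinetically at 0 and 10 min.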
# Pol kappa inh – DNA polymerase kappa (human) inhibition | Q9UBT6 | purified Pol kappa, fluorescent DNA synthesis assay, 10 min | Potency, µM (series often up to 107 µM), without a hit: top-dose activity, negative = inhibition, most hits filed as inhibitors | 0.53% of 400,000 active; note: potency is the fitted concentration of half-maximal effect; % is set by controls: 0 for no effect and ±100 for the full control effect
#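 Inhibition of 10 nM Pol kappa is measured by a fluorescent read-out at 0 and 10 min following addition of 50 nM substrate (final), with a 15-min room-temperature compound preincubation.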
# ERG-DNA inh – blocks human ERG Ets domain binding to DNA; AID 624246; Potency, µM (highest dose often 76.9 µM), for the others: at the top dose FP activity, negative = inhibition, hits mostly inhibitors; 0.028% of 370,000 active; fluorescence polarization, His-ERG Ets domain / labelled DNA; active = well fitted inhibition curve with a large enough effect in the polarisation, with a control signal flat; inconclusive = small, poorly fitted or top-dose-only effect, or effect the other way, or a change in a side signal; inactive = no such curve, though single readings can be large or run the other way; the % refers to the polarisation;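 note: polarization taken with two DNA probes labelled with fluorescein and Texas red; potency is the fitted concentration of half-maximal effect; % of control where 0% means no effect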
# Target sequence (P11308 whole entry, looked up, the tested form may be a part): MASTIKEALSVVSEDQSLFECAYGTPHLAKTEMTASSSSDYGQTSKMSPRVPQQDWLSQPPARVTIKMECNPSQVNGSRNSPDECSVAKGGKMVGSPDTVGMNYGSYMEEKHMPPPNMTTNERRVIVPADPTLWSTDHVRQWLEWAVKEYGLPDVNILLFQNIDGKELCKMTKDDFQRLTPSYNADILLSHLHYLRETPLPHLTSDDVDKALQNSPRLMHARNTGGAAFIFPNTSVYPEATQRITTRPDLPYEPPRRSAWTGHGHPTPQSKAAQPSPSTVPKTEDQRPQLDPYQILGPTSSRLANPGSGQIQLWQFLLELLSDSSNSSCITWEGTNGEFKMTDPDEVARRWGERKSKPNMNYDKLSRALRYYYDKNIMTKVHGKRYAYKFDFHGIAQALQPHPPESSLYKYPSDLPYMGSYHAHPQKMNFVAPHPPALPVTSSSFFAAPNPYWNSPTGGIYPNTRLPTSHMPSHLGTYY
#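 His-tagged ERG Ets domain (1 uM in the protein solution; 300mM KCl, 50mM Tris-HCl, 1mM EDTA, 1mM DTT, pH 7.5) received compound, then a probe mix of 5 nM fluorescein-DNA and 100nM Texas-615-DNA. Fluorescence polarization was read for both dyes.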
# APE1 inh – APE1 (human) endonuclease inhibition. P27695. recombinant APE1, TAMRA/BHQ-2 abasic DNA cleavage fluorescence. Potency, µM (highest dose often 65.8 µM), inactives show top-dose activity change, negative = inhibition, usual class: inhibitors. 0.35% of 350,000 active;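 note: potency is the fitted concentration of half-maximal effect; plate controls were vehicle for no effect and reference inhibitor for full effect; nearly all actives have a fitted effect of over 55% in size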
# Target sequence (P27695 whole entry, looked up): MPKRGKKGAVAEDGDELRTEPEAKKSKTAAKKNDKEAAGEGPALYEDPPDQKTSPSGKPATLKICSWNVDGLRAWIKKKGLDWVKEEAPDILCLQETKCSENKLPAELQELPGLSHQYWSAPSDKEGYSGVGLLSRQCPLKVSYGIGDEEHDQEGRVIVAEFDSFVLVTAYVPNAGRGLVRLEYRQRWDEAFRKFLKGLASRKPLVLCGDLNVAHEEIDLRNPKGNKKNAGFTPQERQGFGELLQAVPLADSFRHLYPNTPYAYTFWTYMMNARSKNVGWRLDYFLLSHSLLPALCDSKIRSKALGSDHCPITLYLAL
#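 Compound pre-exposure to 0.75 nM APE1, 15 min at ambient temperature. Reaction initiated with 50 nM TAMRA/BHQ-2 THF substrate, read immediately in kinetic mode, 525 nm excitation, 598 nm emission.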
# LDHA inh – inhibitors of human lactate dehydrogenase A | purified LDHA, NADH/diaphorase-resazurin fluorescence; stronger effect = lower value | activity change, % (values are at about 110 or 230 µM) | 0.15% of 480,000 active | AID 1347041; in the data active = activity change below about -30%; inconclusive = mostly about -25% to -30%;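 note: plate controls were DMSO wells for no effect and wells without enzyme for full effect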
#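 Resorufin fluorescence (ex540/em590), read at 0 and 20 min after diaphorase/resazurin addition, reports the NADH left after a 5 min room-temperature reaction of 2 nM human LDH5 with 0.06 mM NADH and 0.2 mM pyruvate.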
# Anesthetic bind – binds horse apoferritin like a general anesthetic | Potency, µM (series often up to 77.5 µM), for inactives: top-dose activity change, negative = displacement, most hits filed as inhibitors | P02791 | 0.074% of 350,000 active | AID 485281 | apoferritin/1-aminoanthracene competitive binding, fluorescence; note: potency is the fitted concentration of half-maximal effect; % is set by controls: 0 for no effect and ±100 for the full control effect; nearly all actives have a fitted effect of over 20% in size
# Target sequence (P02791 2-175 limits assumed): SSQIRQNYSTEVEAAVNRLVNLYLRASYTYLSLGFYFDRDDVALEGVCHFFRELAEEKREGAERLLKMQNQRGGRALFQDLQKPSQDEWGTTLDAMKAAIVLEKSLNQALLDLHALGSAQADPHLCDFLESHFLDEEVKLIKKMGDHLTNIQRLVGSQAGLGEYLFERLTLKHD
#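 Concentration-response curves derived by four-parameter Hill fitting of normalized fluorescence, where compounds displaced 1-AMA from 10 uM horse apoferritin following a brief 10 min room-temperature incubation; propofol titration acted as positive control.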
# Pol beta inh – DNA polymerase beta (human) inhibition | Pol beta primer extension/strand displacement, fluorescence kinetic | Potency, µM (titrated, usually from 114 µM), for inactives: top-dose activity change, negative = inhibition, most hits filed as inhibitors | 1.3% of 340,000 active | AID 485314; note: potency is the fitted concentration of half-maximal effect; % is set by controls: 0 for no effect and ±100 for the full control effect
#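 Preincubation: enzyme (10 nM) with compound, 15 min, RT. Reaction: substrate added to 50 nM final. Reads: 0 and 10 min. Analysis: normalized, Hill fit.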
# ALOX12 inh – inhibitors of human 12S-lipoxygenase ALOX12; 1.1% of 580,000 active; Potency, µM (doses to about 108 µM), for inactives: top-dose activity change, negative = inhibition, actives largely listed as inhibitors; purified 12hLO, xylenol orange hydroperoxide absorbance; note: potency is the fitted concentration of half-maximal effect; % is set by controls: 0 for no effect and ±100 for the full control effect
#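 Purified human 12hLO (150 nM final) in 25 mM Hepes, 0.01% Triton X-100, pH 7.0 was preincubated 15 min at room temperature with compound. Then 40 uM arachidonic acid was added, 30 min. Hydroperoxide was read by Fe-XO absorbance ratio 573/405 nm.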
# RGS4 inhibitor – human RGS4 inhibition. Potency, µM (doses to about 114 µM), for the others: at the highest dose activity change, negative = inhibition, usual class: inhibitors. Transcreener GDP fluorescence polarization, RGS4-accelerated GTP hydrolysis. P49798. 0.039% of 390,000 active; note: potency is the fitted concentration of half-maximal effect; % is set by controls: 0 for no effect and ±100 for the full control effect; nearly all actives have a fitted effect of over 75% in size; some results filed as inactive show a strong effect at the top dose
#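 MLSMR compounds (23 nl, pin-transferred) preincubated 10 min at room temperature with a 500nM (2x) first reagent, then RGS4 at 900nM (2x) plus Transcreener GDP mix added; fluorescence polarization (620/688 nm) read before and after 90 min at 30 °C.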
# The depositor's hits bear a star; u = inconclusive; x = no result given; & = joins results of further samples; [ ] = remark or other dose. Unless noted, calls come from the whole dose curve; as a rule, active = well fitted curve in the direction sought with a large enough effect; inconclusive = small, poorly fitted or top-dose-only effect, or another doubt; inactive = no such curve, though single readings can be large; an effect the other way counts as inactive or inconclusive.
SMILES,Pol eta inh,Pol kappa inh,ERG-DNA inh,APE1 inh,LDHA inh,Anesthetic bind,Pol beta inh,ALOX12 inh,RGS4 inhibitor
O=C(NCc1cccs1)c1ccccc1F,-15%,3%,-3%,-7%,4,-7%,-10%,11%,-13%
CC(C)(C)c1nc(SCC(=O)NCc2cccs2)c2ccccc2n1,-15%,-5%,-6%,6%,-6,-5%,0%,8%,-3%
Cc1ccc(/C=N\NC(=O)c2cc(OCC(F)(F)F)ccc2OCC(F)(F)F)cc1,-2%,-6%,-1%,5%,-10,-14%,27%,24%,-22%
O=C(CSc1cc(Cl)ccc1Cl)NCCN1C(=O)CSC1=O,0%,-2%,18%,4%,-8,x,x,-3%,11%
Fc1ccc(CCNC(=S)Nc2ccc(F)cc2)cc1,-9%,-2%,-9%,5%,1,-1%,-1%[57.1 µM],u,5%
COC(C(=O)N/N=C(\C)c1ccc(C(C)(C)C)cc1)c1ccccc1 (stereo not given),-21%,-9%,2%,-18%,-7,-20%,37%,22%,27%
COc1ccc(N2C(=O)CC(N3CCN(c4ccc(S(C)(=O)=O)cc4)CC3)C2=O)cc1 (stereo not given),0%,-4%,-3%,4%,-18,-9%,9%,18%,-15%
COc1cc(OC)c(S(=O)(=O)Nc2ccccc2C(=O)O)cc1S(=O)(=O)Nc1ccccc1C(=O)O,-12%,-12%,-1%,3%,-14,1%,30%,13%,7%
CC(C)CCOc1ccc(C(=O)C[N+]2(C)CCOCC2)cc1,-14%,-16%,1%,1%,-11,-21%,6%,24%,-29%
CCOC(=O)c1csc(NC(=O)c2ccc(OC)c(OC)c2)n1,-20%,-6%,x,10%,0,-9%,28%,19%,-7%
Cc1ccccc1NC(=O)c1cccc(S(=O)(=O)Nc2cccc(C(=O)O)c2)c1,-14%,0%,1%,8%,-9,5%,10%,-1%,-14%
O=C(NCc1ccco1)c1cc2nc(-c3cccs3)cc(C(F)(F)F)n2n1,-17%,-13%,-8%,-8%,-11,102%[activator],6%,u,11%
CC(=O)Nc1ccc(S(=O)(=O)N(C)CC(=O)OCC(=O)N2CCN(C(=O)c3ccco3)CC2)cc1,28µM*,u,-1%,-19%,-3,x,x,-10%,-37%
CCOC(=O)c1c(-c2ccc(C)o2)csc1NC(=O)CSc1nnc(C)s1,-6%,-15%,x,-3%,4,u,-10%,-11%,u
COc1cccc(NC(=O)Cn2c(CCC(=O)O)ccc2-c2ccccc2)c1,-23%,-6%,1%,-2%,4,-6%,-3%,-10%,-9%

# A draw from above in order of molar mass, highest first:
SMILES,Pol eta inh,Pol kappa inh,ERG-DNA inh,APE1 inh,LDHA inh,Anesthetic bind,Pol beta inh,ALOX12 inh,RGS4 inhibitor
Cc1ccc(/C=N\NC(=O)c2cc(OCC(F)(F)F)ccc2OCC(F)(F)F)cc1,-2%,-6%,-1%,5%,-10,-14%,27%,24%,-22%
COc1cccc(NC(=O)Cn2c(CCC(=O)O)ccc2-c2ccccc2)c1,-23%,-6%,1%,-2%,4,-6%,-3%,-10%,-9%
CC(C)(C)c1nc(SCC(=O)NCc2cccs2)c2ccccc2n1,-15%,-5%,-6%,6%,-6,-5%,0%,8%,-3%
CCOC(=O)c1csc(NC(=O)c2ccc(OC)c(OC)c2)n1,-20%,-6%,x,10%,0,-9%,28%,19%,-7%
CC(C)CCOc1ccc(C(=O)C[N+]2(C)CCOCC2)cc1,-14%,-16%,1%,1%,-11,-21%,6%,24%,-29%
Fc1ccc(CCNC(=S)Nc2ccc(F)cc2)cc1,-9%,-2%,-9%,5%,1,-1%,-1%[57.1 µM],u,5%
O=C(NCc1cccs1)c1ccccc1F,-15%,3%,-3%,-7%,4,-7%,-10%,11%,-13%

# Later entries:
SMILES,Pol eta inh,Pol kappa inh,ERG-DNA inh,APE1 inh,LDHA inh,Anesthetic bind,Pol beta inh,ALOX12 inh,RGS4 inhibitor
O=c1c(/C=N/O)coc2ccc(Cl)cc12,-21%,-5%,6%,14%,-2,-1%,0%,111%[activator],-17%
Brc1ccc(CNCCCSc2ncccn2)cc1,-4%,-3%,-5%,-8%,-1,-6%,u,u,-16%
O=C(N1CCOCC1)N(Cc1cccs1)C1CCCC1,-11%,-14%,-1%,2%,-9,-20%,39%,0%,40%
COc1ccc(-c2[nH]ncc2CN(C)Cc2cc(C)[nH]n2)c(F)c1,-6%,5%,2%,15%,-9,-2%,18%,21%,18%
COc1ccc(/C=C2\C(=O)NCC(=O)N2Cc2ccccc2)cc1,-10%,-1%,3%,-2%,-2,0%,-3%,59%[activator],-8%
CC(O)[C@H]1CNC(=S)N1CCc1cccc(F)c1 (stereo not given in full),-6%,-11%,7%,-2%,-5,-4%,0%,6%,-5%
CC(C)(C)C(=O)NCC12C=CC(O1)C1C(=O)N(c3ccccc3)C(=O)C12 (stereo not given),8%,11%,6%,u,-1,0%,2%,-6%,u
CCOC(=O)c1nn(-c2cccc(C)c2)cc1C(=O)c1ccccc1,-22%,-18%,-2%,3%,1,u,u,0%,3%
COc1ccc(C(=O)Nc2ccc(C(=O)N3CCCCC3)cc2)cc1OC,-21%,0%,-1%,17%,-3,-9%,3%,9%,-52%
CC(C)(C)OC(=O)[C@H](Cc1ccccc1)NC(=O)c1nc[nH]c1C(=O)NCc1ccccc1,-32%,-6%,-12%,2%,2,u,-4%,-1%,6%
CCCc1[nH]n(-c2nc3ccccc3s2)c(=O)c1C=NCCCN(CC)CC,-13%,-2%,6%,2%,3,-9%,0%,-54%,19%
COc1ccc(CNC(=O)c2nc(S(=O)(=O)Cc3ccccc3)ncc2Cl)cc1,-8%&-9%,7%&-23%,-8%&2%,31%[activator],-1&-18,-12%&1%,50%&-9%,-8%&-15%,-50%&-39%
O=C(COc1ccc(Cl)cc1Cl)N(Cc1ccco1)C1CCS(=O)(=O)C1 (stereo not given),-5%,-5%,x,1%,-2,-17%,16%,-16%,6%
COc1ccc(-c2nnc(SCC(=O)NCCc3ccc(S(N)(=O)=O)cc3)o2)cc1OC,3%,-2%,u,-1%,-3,1%,0%,7%,1%
CS(=O)(=O)C1=NSC2=NC(=O)/C(=C\c3cccn3-c3ccc(Cl)cc3)C(=N)N21,22µM*,-40%,31%[activator],u,-109*,61%[activator],22µM*,u,-27%
COCCN(CC(=O)NCc1ccccc1)C(=O)CCC(=O)Nc1nccs1,-15%,-11%,4%,-1%,-12,-13%,2%,-7%,-18%
CC[C@]12c3[nH]c4cc(-c5ccco5)ccc4c3CCN1C(=O)[C@@H](CC(=O)NCCN1CCOCC1)C[C@@H]2C(=O)N1CCN(C(=O)c2ccco2)CC1,-21%,9%,2%,5%,-11,x,x,-15%,-18%
Cc1c(C(N)=O)sc2nc(-c3ccccc3)cn12,-13%,-8%,-5%,u,-9,-11%,34%,-10%,-28%
COc1ccc(-c2ccc(/C=C3/C(=N)N4C=CSC4=NC3=O)o2)c([N+](=O)[O-])c1,20µM*,-19%,6%,-3%,-3,7%,35µM*,-10%,u
CCN1CCN(c2ccc(S(=O)(=O)N3CCCCC3)cc2NC(=O)c2ccc([N+](=O)[O-])s2)CC1,-5%,-18%,-7%,-5%,-4,x,x,u,6%
Cc1ccc(S(=O)(=O)N2[C@@H](c3ccc(C(C)(C)C)cc3)C(C(=O)O)=CC[C@H]2c2cccc(Cl)c2)cc1,89µM*,u,8%,16%,0,x,x,-83%,1%
N#Cc1c(C(F)(F)F)cc(-c2cccs2)nc1SCC(=O)O,-8%,5%,-6%,15%,-1,-5%,21%,-2%,3%
COc1ccc(OCc2ccc(-c3nc(C#N)c(N4CCN(c5ccccc5)CC4)o3)o2)cc1,-1%,7%,2%,x,-3,2%,2%,-5%,-5%
CC(=O)Nc1ccc(NC(=O)CN(c2ccc(F)cc2)S(=O)(=O)c2ccc3c(c2)OCCO3)cc1,-13%,-8%,-6%,-2%,-1,-17%,4%,-18%,-25%

# Only part of the results is shown; count on the stated rates, not on these rows.
